Screening results deposited in PubChem by several laboratories.
PMI activator – phosphomannose isomerase (human) activation; activation factor at 20 µM; AID 1214; actives 0.005% (n = 190,000); P34949; purified human PMI, coupled resazurin fluorescence, 20 min; hits give high values; 1 = vehicle control, 0 substrate-free wells;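 active means activation factor of 2 or more at 20 µM, relative to plate controls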
Target sequence (P34949 whole entry, looked up): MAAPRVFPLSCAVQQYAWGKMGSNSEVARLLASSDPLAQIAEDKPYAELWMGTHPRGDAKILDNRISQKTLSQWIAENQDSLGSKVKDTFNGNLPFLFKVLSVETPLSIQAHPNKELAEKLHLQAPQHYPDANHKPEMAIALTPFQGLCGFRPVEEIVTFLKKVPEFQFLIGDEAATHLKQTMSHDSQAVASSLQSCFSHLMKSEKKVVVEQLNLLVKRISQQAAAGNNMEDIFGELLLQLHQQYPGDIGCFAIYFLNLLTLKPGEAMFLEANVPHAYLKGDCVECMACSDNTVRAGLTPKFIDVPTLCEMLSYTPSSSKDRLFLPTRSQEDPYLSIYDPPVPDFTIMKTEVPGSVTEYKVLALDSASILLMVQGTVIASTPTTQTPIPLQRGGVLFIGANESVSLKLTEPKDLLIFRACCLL
PMI act hi M6P – activators of human phosphomannose isomerase at near-saturating mannose 6-phosphate. P34949. coupled PMI enzyme assay, resazurin fluorescence, 20 min; hits give high values; 1 = untreated enzyme, 0 = substrate-free blank. activation factor at 20 µM. actives 0.34% (n = 190,000);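 active means activation factor of 2 or more at 20 µM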
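Test system: human phosphomannose isomerase with PGI, G6PDH, diaphorase coupling enzymes; amount: 15 ng/mL PMI; incubation: enzyme reaction with compound 20 min at room temperature; technique: resorufin fluorescence (Ex 544/Em 590 nm) from resazurin via diaphorase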
HMGR II inh – blocks class II HMG-CoA reductase of Enterococcus faecalis | purified E. faecalis HMGR, NADPH absorbance 340 nm kinetic | inhibition, % at 10 µM | actives 0.41% (n = 190,000) | AID 1066;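 active means inhibition above a set limit, the median over all tested compounds plus 3 SD, cut at about 9.5% in these data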;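 further: enzyme runs in reverse so mevalonate oxidation gives rising NADPH absorbance; 0% = complete reaction with DMSO and 100% = background rate lacking mevalonate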
TNAP inh noacc – TNAP (human) inhibition, acceptor-free conditions | P05186 | purified TNAP, CDP-star luminescence, 30 min | inhibition, % at 20 µM | actives 0.26% (n = 200,000);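 active means tissue-nonspecific alkaline phosphatase inhibition above about 50% at 20 µM in the single-dose screen, limit read from the data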;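 further: 0% = DMSO negative control and 100% = EDTA positive control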
Target sequence (P05186 whole entry, looked up): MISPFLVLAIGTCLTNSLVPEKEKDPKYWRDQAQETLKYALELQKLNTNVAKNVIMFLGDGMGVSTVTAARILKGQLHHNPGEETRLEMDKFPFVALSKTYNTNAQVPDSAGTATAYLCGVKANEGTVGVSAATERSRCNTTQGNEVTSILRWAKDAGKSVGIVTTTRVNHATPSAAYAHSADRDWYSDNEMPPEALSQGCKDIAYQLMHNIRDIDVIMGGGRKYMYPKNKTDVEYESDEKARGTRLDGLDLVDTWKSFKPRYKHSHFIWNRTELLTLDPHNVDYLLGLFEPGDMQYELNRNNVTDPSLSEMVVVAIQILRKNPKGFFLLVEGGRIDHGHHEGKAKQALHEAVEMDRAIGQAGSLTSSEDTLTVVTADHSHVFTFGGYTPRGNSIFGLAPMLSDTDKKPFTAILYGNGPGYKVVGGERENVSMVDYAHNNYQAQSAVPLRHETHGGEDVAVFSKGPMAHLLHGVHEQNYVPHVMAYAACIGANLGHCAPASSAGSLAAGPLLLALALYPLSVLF
RAM inhibit – inhibitors of the yeast RAM network; actives 1.8% (n = 190,000); S. cerevisiae dse1pr::URA3 reporter, 5-FOA growth OD615, 2 d; analog-sensitive cbk1-as2 kinase mutant strain; inhibition, % at 50 µM; AID 868;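 active means inhibition above a set limit, 3 SD over mean compound inhibition, cut at about 8.4% in these data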;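 further: 0% = DMSO-only wells with no growth and 100% = 10 µM 1-NA-PP1 full growth; inhibition rescues growth on 5-FOA so higher OD means more RAM inhibition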
L major viab – reduces viability of Leishmania major promastigotes; resazurin fluorescence viability; inhibition, % at 10 µM; actives 9% (n = 200,000); AID 1063; in the data active means inhibition above about 50%;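 further: promastigotes grown with compound for 44 hours at 28 °C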
S1P3 antagonist – S1P3 (human) receptor antagonism. Q99500. CHO S1P3 NFAT-BLA reporter, FRET fluorescence, antagonist mode. inhibition, % at 4.98 µM. actives 0.27% (n = 170,000). AID 485;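 active means inhibition above the plate cutoff, the mean inhibition of test wells on that plate plus 3 SD, cut at about 28% in these data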;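 further: cells challenged with S1P at its EC80 of 0.8 µM; blue over green emission ratio from cleaved BLA substrate after 4 h stimulation; 0% = S1P-stimulated wells and 100% = unstimulated DMSO-only wells; some compounds past the cut are filed as inactive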
DTT redox prof – compounds producing H2O2 with reducing agent – biochemical, NIH compound library profiling, artefact control for MLSCN library redox annotation, primary screen. DTT-dependent redox cycling H2O2, phenol red/HRP absorbance; 100% = 100 µM peroxide control, 0% = buffer. actives 0.03% (n = 200,000). activation, % at 10 µM;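 active means activation of at least 50% relative to the plate's high and low controls in the primary single-dose screen; inactive means activation below 50%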;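 further: compound incubated with DTT at 0.8 mM final as the reducing agent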
Hsp70 act – Hsp70 transcriptional activation, primary screen; HeLa Hsp70 promoter luciferase reporter, luminescence; scaled: vehicle 0, proteasome-inhibitor control 100%; activation, % at 10 µM; actives 0.04% (n = 200,000);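 active means activation above the mean across all tested compounds plus 3 SD, cutoff set per campaign, cut at about 5.5% in these data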;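 further: 100% = MG132 at 30 µM as the positive control and 0% = DMSO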
TNAP inh hi DEA – TNAP (human) inhibition, high acceptor | P05186 | purified TNAP, CDP-star luminescence, 1 M DEA | inhibition, % at 20 µM | actives 0.03% (n = 200,000) | AID 1135;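 active means over 50% inhibition of tissue-nonspecific alkaline phosphatase at 20 µM in the single-dose screen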;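 further: plate controls were DMSO wells for no effect and EDTA-quenched wells as full inhibition for full effect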
* hit, by the source's call; nt = not tested or not shown. No enrichment for hits. About 12% of those tested had a hit in this group.

molecule,TNAP inh hi DEA,L major viab,Hsp70 act,TNAP inh noacc,PMI act hi M6P,RAM inhibit,DTT redox prof,PMI activator,S1P3 antagonist,HMGR II inh
CC1(C)CC(NC(=O)c2ccccc2Cl)CC(C)(C)N1,-7.1,-3.7,0.1,5.1,1.1,1.9,2.0,1,-14.4,-7.1
COc1ccc(C2c3c(-c4ccccc4O)n[nH]c3C(=O)N2CCc2ccc(OC)c(OC)c2)cc1 (stereo unspecified),-3.8,89.3*,0.0,-17.9,0.9,11.2*,-0.9,0.9,20.8,-0.8
COc1ccc(N2CCN(C(=O)CN(c3ccc(Br)cc3)S(C)(=O)=O)CC2)cc1,0.9,11.0,0.0,-6.4,1,1.3,-0.5,0.9,nt,-5.5
O=C(Cc1ccc(Cl)cc1)Nc1ccccc1Sc1ccccc1,-7.2,44.0,-0.3,-9.6,0.9,0.0,0.8,0.9,-5.5,-2.2
CS(=O)(=O)N(CC(=O)N1CCN(Cc2ccccc2)CC1)C1CCCCC1,-5.3,-10.4,-0.3,-9.7,1,0.5,3.1,1,4.6,0.1
COCCSc1nnc(NC(=O)Cc2ccc(OC)c(OC)c2)s1,-3.3,-5.0,0.4,-6.0,1,4.0,0.1,1,-17.2,-5.0
CCCn1c(=O)[nH]c(=O)c2c1nc(-c1ccc3c(c1)OCCO3)n2CCN1CCOCC1,-8.4,-2.1,0.2,-0.6,1.1,1.2,2.3,1.2,-46.9,4.9
Cc1ccccc1Nc1cc(C(=O)NCc2ccco2)c2ccccc2n1,1.6,76.4*,-0.2,-1.0,0.9,0.5,-0.1,1,-10.7,1.7
COc1cccc(NC(=O)C2CCCN(S(=O)(=O)c3ccc(-n4cnnn4)cc3)C2)c1 (stereo unspecified),-2.8,-7.1,-0.1,-10.7,1,5.3,0.8,1,11.8,4.8
O=C1c2ccccc2C(=O)N1CN(C(=O)COc1ccc(Cl)cc1Cl)c1cccc(F)c1,2.8,-6.0,-0.5,2.0,0.9,4.4,0.6,0.8,5.2,2.0
CCNc1nc(NCC)nc(N(C#N)CCOc2ccccc2)n1,-1.7,36.4,0.2,-1.8,0.9,-0.6,-0.3,0.9,-3.0,-1.3
COc1ccc(S(=O)(=O)NCC2CCCN(C(=O)c3occc3C)C2)cc1 (stereo unspecified),-2.7,-1.9,-0.3,-4.9,1,2.2,-0.5,1,-2.9,-6.5
O=C(O)c1cc(S(=O)(=O)N2CCCCCC2)c(Cl)cc1Cl,-4.8,-10.2,-0.2,-9.7,1,3.0,-1.2,1,-18.1,0.4
CCOC(=O)C1CCN(Cc2cnc(Oc3ccc(N)cc3)s2)CC1,-1.5,84.4*,-0.4,-6.4,0.9,1.5,1.1,0.9,nt,-8.2
O=C1CCN(Cc2nc(-c3ccc(Cl)cc3)no2)CCN1,-7.2,-0.7,0.1,-11.7,0.9,2.3,-1.2,0.9,-1.8,-0.9
NC(=O)c1oc2ccc(Cl)cc2c1NC(=O)CN1CCOCC1,2.4,11.4,-0.2,-5.1,1,0.3,2.4,0.9,-15.8,-0.4
CCc1ccc(S(=O)(=O)NCCc2cn3ccsc3n2)s1,-6.7,-4.6,-0.2,26.1,1,0.2,0.0,1,-9.8,-0.7
O=C(C1CCCO1)N1CCN(c2c3c(nc4cc(-c5ccc(F)cc5)nn24)CCC3)CC1 (stereo unspecified),-4.3,29.0,-0.4,-11.1,1,0.5,1.1,1,35.0,-3.9
Cc1oc(-c2ccoc2)nc1CN(Cc1ccccc1)CC1CC1,-9.1,6.6,-0.4,-11.8,0.9,-0.2,-0.8,0.9,-1.6,2.2
O=C(Nc1nccs1)c1ccc(-c2ccc(Cl)cc2)o1,-3.5,18.3,0.1,-5.2,0.9,2.0,-1.6,0.9,-2.8,-2.5
COc1cccc(S(=O)(=O)NCc2ccc(C(=O)Nc3cccc(Cl)c3)cc2)c1,-10.5,-0.9,-0.2,-13.9,0.9,4.1,0.0,0.9,nt,-2.0
COCc1nn2c(N)c(C#N)cnc2c1-c1ccccc1,-3.1,4.8,-0.3,-12.3,0.9,1.2,-0.4,0.9,13.2,2.1
CC1CC(CCC(=O)NC(=S)Nc2ccc(Cl)cn2)C(=O)O1 (stereo unspecified),-3.3,-8.6,-0.3,-2.7,0.8,1.8,-0.3,0.9,4.8,-4.6
O=C(C1=C[C@@H](c2ccccc2)C[C@@H](OCc2ccc(CO)cc2)O1)N1CCCCCCC1,-6.5,35.4,-0.2,-0.4,1,1.0,1.0,0.9,2.1,-2.1
CCN(CC)S(=O)(=O)c1cccc(C(=O)Nc2ccccc2)c1,-7.9,2.5,-0.3,-19.7,1,-0.5,0.8,1,20.9,-2.9
COc1cc([N+](=O)[O-])ccc1NC(=O)C[n+]1ccccc1C,-2.2,-3.9,-0.1,-2.8,0.9,0.9,0.9,0.9,nt,0.1
CSc1nc2ccc(Br)cc2[nH]1,-7.8,0.8,-0.1,-8.1,1.3,0.3,0.4,1.2,4.3,0.7
COc1ccccc1-c1nnc(SCCN2CCOCC2)n1-c1ccc(C)cc1,-6.6,-0.2,-0.3,-13.4,0.9,1.3,-0.1,1,-10.5,-0.7
COc1ccccc1CC1S/C(=N/N=C/c2ccco2)NC1=O (stereo unspecified),-4.5,5.2,0.0,-13.5,0.9,4.2,0.0,1,0.6,0.4
NS(=O)(=O)c1ccc(NC(=S)NC(=O)c2cccc(Br)c2)cc1,28.7,1.9,0.0,57.3*,1.1,15.5*,-2.5,1,0.1,-4.2
CC(C)(C)NC(=O)Cn1ccc(=N)c2ccccc21,-1.4,-6.7,-0.2,-9.2,1.1,0.5,1.9,1,-33.5,-11.7
Cc1cc(NC2C3CC4CC(C3)CC2C4)n2nnnc2n1 (stereo unspecified),-2.1,2.5,-0.2,-3.6,0.9,2.0,2.6,1,9.9,-3.1
Nc1c(-c2ccc(Cl)cc2)cnn1C1CCS(=O)(=O)C1 (stereo unspecified),-2.8,-8.0,0.5,-6.6,1.1,-0.8,0.0,0.9,nt,-1.9
Nc1ncc(CCN2CCOCC2)c(-c2ccc(F)cc2)n1,-2.8,-3.2,0.2,-11.8,1,2.4,0.0,1,-61.1,-5.8
COC(=O)CC1C(=O)NCCN1C(=O)CSc1nc2cc(Cl)ccc2o1 (stereo unspecified),-4.1,-3.4,-0.1,-1.0,1.1,-0.8,-2.1,1.1,-10.5,-3.9
O=C1CC(N2CCN(c3ccc(F)cc3)CC2)C(=O)N1c1ccccc1 (stereo unspecified),-0.8,-0.8,-0.4,-13.4,0.9,0.1,-0.3,0.9,-18.1,-3.0
COCCN(C(=O)CSc1nnc(C)n1Cc1ccccc1)c1c(N)n(Cc2ccccc2)c(=O)[nH]c1=O,-0.1,-3.8,0.0,-5.8,1,0.8,0.0,1,-9.6,-6.3
CCC/C(=N\NC(=O)c1ccc(CSc2nncn2C)cc1)c1ccccc1,-6.4,42.4,-0.2,3.4,1.1,-0.5,nt,1.2,7.5,-1.9
O=C1c2cccnc2C(Nc2ccc(S(=O)(=O)N3CCCCC3)cc2)N1Cc1ccccc1 (stereo unspecified),1.3,17.3,-0.3,-3.1,1,3.6,-0.1,1,7.2,-0.6
CCC(c1nnnn1Cc1ccc(F)cc1)N1CCN(C)CC1 (stereo unspecified),-5.4,-2.6,-0.1,-12.2,1,1.8,0.1,1,-6.3,2.2
O=C(COC(=O)CCC1CCCCC1)Nc1ccc(OC(F)F)cc1,-6.9,-4.0,-0.2,0.8,1,0.9,-1.2,0.9,nt,-0.4
CN(c1ccccc1)S(=O)(=O)c1ccc(C(=O)Nc2nnc(-c3ccco3)o2)cc1,1.8,10.2,-0.2,-28.0,1.1,6.1,-0.3,1.1,-5.5,2.4
COc1ccc(/C=N/NC(=O)c2ccc(CSc3nncn3C)cc2)cc1OC,-5.8,-5.3,0.0,-10.7,1,1.9,-1.6,1,-13.8,-0.4
O=C(CNS(=O)(=O)c1ccccc1)NCC(=O)OCc1ccccc1F,-3.3,36.7,-0.3,-5.5,0.9,0.9,0.6,0.9,-15.2,-0.2
CC1=NN(c2ccccc2)C(=O)/C1=C/c1c(O)n(-c2ccc(F)c(Cl)c2)[nH]c1=O,15.1,-8.2,-0.2,8.7,1.1,3.4,0.2,1,-1.7,0.1
Cc1c(CN2CCCCC2C)c(=O)n(-c2ccccc2)n1C (stereo unspecified),1.0,-2.0,-0.4,-6.7,1,0.6,-0.1,0.9,34.6,0.6
COCCNC(=O)C(c1ccc(F)cc1)N(CC1CCCO1)C(=O)CCC(=O)Nc1ccccn1 (stereo unspecified),-6.6,-3.0,-0.3,-12.5,1,0.1,2.3,1,-24.6,1.7
Cc1ccc(CSc2nc3c(c(SCC(=O)O)n2)CCCC3)cc1,1.8,-6.8,-0.2,-9.6,0.9,5.0,1.1,0.9,nt,-4.6
O=C(CN1C(=O)/C(=C\c2ccccc2Cl)Oc2ccccc21)NCc1cccnc1,-4.9,2.5,0.0,-17.3,0.9,3.5,-0.3,0.9,-5.5,-1.0
CCOC(=O)N1CCN(C(=O)C2CCCN(S(=O)(=O)c3ccccc3)C2)CC1 (stereo unspecified),-3.9,-7.1,-0.2,-1.7,1.1,0.3,12.2,1.1,nt,-1.7

Next compounds follow:
molecule,TNAP inh hi DEA,L major viab,Hsp70 act,TNAP inh noacc,PMI act hi M6P,RAM inhibit,DTT redox prof,PMI activator,S1P3 antagonist,HMGR II inh
CC1(C)Cc2ccccc2-c2nc3ccccc3c(=O)n21,-4.2,4.3,0.1,-7.5,1,-1.6,1.4,1,-30.2,-1.2
CCOc1ncccc1C(=O)OCc1cccc([N+](=O)[O-])c1,0.6,9.4,-0.2,-8.6,1,5.0,-0.5,1,-3.0,-3.0
CCOC(=O)C1=C(O)/C(=C/c2ccccn2)SC1=Nc1ccc(Cl)cc1,2.1,65.3*,0.2,-12.1,1,4.4,-0.8,0.7,0.1,-3.0
CCCS(=O)(=O)N1CCN(c2ccccn2)CC1,-7.4,-3.3,-0.1,-15.2,1.1,-0.5,0.0,1.1,-5.1,-5.9
Cc1nn(C)c(C(=O)Nc2ccn(C34CC5CC(CC(C5)C3)C4)n2)c1[N+](=O)[O-],-0.3,3.9,-0.3,-3.8,1,0.4,-0.3,1,-7.3,1.2
CC1=C(C(=O)Nc2ccc(C)cc2C)C(c2ccc([N+](=O)[O-])cc2)n2ncnc2N1 (stereo unspecified),-1.5,-5.8,-0.1,-6.7,1.1,1.3,-8.2,1,nt,1.0
